# MCL1-BIM inh: inhibitors of MCL1 binding to BIM-BH3, primary screen, biochemical, fluorescence polarization; Induced myeloid leukemia cell differentiation protein Mcl-1 (Homo sapiens), Q07820; GST-MCL1 / FITC-Bim-BH3 fluorescence polarization; inhibition, % at 10.9 µM; actives 0.68% (n = 320,000);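 active = inhibition above the mean inhibition of all tested compounds plus 3 SD, set per campaign, cut at about 40% in these data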;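 note: 0% = DMSO wells and 100% = unlabeled Bim-BH3 peptide control; higher means more loss of mP so more displacement of Bim peptide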
# Target sequence (Q07820 whole entry, looked up): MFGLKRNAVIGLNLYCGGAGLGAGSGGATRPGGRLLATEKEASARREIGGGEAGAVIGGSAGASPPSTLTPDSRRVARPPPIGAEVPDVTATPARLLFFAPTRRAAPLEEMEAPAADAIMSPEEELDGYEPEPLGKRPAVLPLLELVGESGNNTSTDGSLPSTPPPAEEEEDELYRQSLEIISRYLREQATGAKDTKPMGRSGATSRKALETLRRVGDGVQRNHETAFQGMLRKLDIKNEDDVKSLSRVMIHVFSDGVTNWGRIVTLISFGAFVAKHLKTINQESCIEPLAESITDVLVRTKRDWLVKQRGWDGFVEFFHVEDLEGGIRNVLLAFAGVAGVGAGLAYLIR
# VLA-4 inh: inhibition in human VLA-4 binding assay, primary screen, VLA-4 allosteric modulator project, MLPCN library, flow cytometry, VLA-4 expressing cells; ligand binding flow cytometry; inhibition, % (about 7 µM as worked out from the volumes in the protocol); actives 0.2% (n = 330,000); Integrin alpha-4 (Homo sapiens), P13612; AID 2557, 2010; in the data active = inhibition above about 50%
# BCLXL inh: inhibitors of human Bcl-xL, primary screen, biochemical, fluorescence polarization, HTS | AID 2129, 2009 | GST-Bcl-xL / FITC-Bim BH3 peptide fluorescence polarization | inhibition, % at 10.9 µM | actives 0.7% (n = 320,000);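 active = inhibition above the mean of all tested compounds plus 3 SD, cutoff set per campaign, cut at about 30% in these data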;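 note: 0% = DMSO wells and 100% = unlabeled Bim-BH3 peptide competitor; inhibitors lower millipolarization by displacing the labeled peptide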
# Target sequence (Q07817 whole entry, looked up): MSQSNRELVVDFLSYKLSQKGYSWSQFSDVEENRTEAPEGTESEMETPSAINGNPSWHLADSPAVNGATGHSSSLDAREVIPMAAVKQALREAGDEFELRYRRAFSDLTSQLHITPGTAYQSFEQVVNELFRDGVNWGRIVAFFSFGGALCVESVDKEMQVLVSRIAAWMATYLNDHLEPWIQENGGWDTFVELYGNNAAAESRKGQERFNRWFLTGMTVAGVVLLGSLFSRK
# MEX-5 binding: MEX-5 zinc finger RNA-binding disruptors – biochemical, C. elegans, fluorescence polarization, MLPCN library, primary screen; MEX-5/FITC-TCR2 RNA binding; stronger effect = lower value; activity score (negative = inhibition of binding), % at 10 µM; actives 0.38% (n = 300,000);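 active = inhibition past about -25% in most replicates, and total fluorescence under double the plate's negative control median, limit read from the data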;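 note: 0% = DMSO and -100% = 5 µM competing unlabeled TCR2 RNA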
# GRK2 aptamer HTS: compounds blocking aptamer binding on GRK2 – biochemical, human GRK2, bead flow cytometry, HTS, primary screen | Beta-adrenergic receptor kinase 1 (Homo sapiens), P25098 | FAM-aptamer displacement from GRK2 | inhibition of aptamer binding, % at 10 µM | actives 0.59% (n = 330,000);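 active = inhibition of aptamer binding above 40%, roughly 3 SD of noise, on plates passing a quality check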;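 note: median bead fluorescence of bound FAM aptamer so fluorescent compounds give negative values; no value below 0 was filed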
# GLD-1 TGE inh: GLD-1/TGE RNA complex disruptors, primary screen, biochemical, fluorescence polarization. Female germline-specific tumor suppressor gld-1 (Caenorhabditis elegans), Q17339. purified GLD-1 + fluorescein TGE RNA. inhibition, % at 5.96 µM. actives 0.44% (n = 320,000);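 active = percent inhibition above a per-plate cutoff, the plate mean of test compounds plus 3 SD, cut at about 30% in these data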;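 note: 0% = DMSO wells with GLD-1 and probe and 100% = wells lacking GLD-1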
# Target sequence (Q17339 whole entry, looked up): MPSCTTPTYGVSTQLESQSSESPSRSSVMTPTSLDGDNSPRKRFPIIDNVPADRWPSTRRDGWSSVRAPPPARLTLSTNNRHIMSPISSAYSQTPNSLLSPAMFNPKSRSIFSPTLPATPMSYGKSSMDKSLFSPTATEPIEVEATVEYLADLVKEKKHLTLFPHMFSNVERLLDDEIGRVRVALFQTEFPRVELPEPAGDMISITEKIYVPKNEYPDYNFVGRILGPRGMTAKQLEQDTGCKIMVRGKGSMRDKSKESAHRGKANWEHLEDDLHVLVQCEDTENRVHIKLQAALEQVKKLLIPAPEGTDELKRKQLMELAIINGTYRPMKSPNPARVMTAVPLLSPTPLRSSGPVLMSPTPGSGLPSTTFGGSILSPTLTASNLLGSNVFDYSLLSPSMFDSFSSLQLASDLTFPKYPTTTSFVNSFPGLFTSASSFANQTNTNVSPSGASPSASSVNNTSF
# Fam108B inh: mouse Fam108B serine hydrolase inhibitors, primary screen, counter-screen for RBBP9 inhibitor project, biochemical, fluorescence polarization; recombinant Fam108B, FP-Rh probe fluorescence polarization; inhibition, % at 9.51 µM; actives 0.33% (n = 300,000); AID 1947, 2009;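 active = inhibition above the screen mean inhibition plus 3 SD, computed separately per campaign, cut at about 18% in these data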;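 note: inhibitors lower polarization as less probe binds the enzyme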
# Efflux pump inh: inhibitors of Candida efflux pumps in yeast, primary screen, S. cerevisiae, Nile Red, multiplex; S. cerevisiae Candida pump triplex; inhibition, % at 10 µM; AID 485275, 2010; actives 0.44% (n = 330,000);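 active = plate passing quality check with inhibition over a set limit, or well fluorescence over plate mean plus 4 SD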;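 note: Nile Red retained in pooled yeast measured as flow cytometry median fluorescence; 0% = buffer negative control and 100% = Enniatin B positive control; higher means more Nile Red kept so more efflux inhibition; some compounds called inactive have numbers as strong as hits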
# PME-1 primary: PME-1 inhibitors via competitive probe labeling, primary screen, biochemical, fluorescence polarization, FP-Rh probe, HTS; recombinant PME-1; actives 0.53% (n = 320,000); AID 2130, 2009; inhibition, % at 5.9 µM;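 active = inhibition above the campaign mean of all compounds plus 3 SD, cut at about 26% in these data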;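 note: competitive labeling of PME-1 active site by serine hydrolase directed probe; 0% = PME-1 with DMSO and 100% = wells lacking PME-1 enzyme; inhibitors block probe labeling so polarization falls and inhibition rises; many of its hits are not listed in these tables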
# Starred values were filed as active, the others as inactive; . = no result given. Not all compounds are listed (hit frequency here may not be typical).
Structure	MCL1-BIM inh	VLA-4 inh	BCLXL inh	MEX-5 binding	GRK2 aptamer HTS	GLD-1 TGE inh	Fam108B inh	Efflux pump inh	PME-1 primary
Cn1cccc1/C=N/NC(=O)c1sc2cc(Cl)ccc2c1Cl	-3	-11	-3	-2.6	1	0	6	-3.0	2
CCC(=O)N(c1nnc(SCC(=O)c2ccc[nH]2)s1)C1CC1	.	-14	.	.	7	5	.	-0.1	.
CC(=O)c1c(C)[nH]c(C(=O)CN2C(=O)NC(CCc3ccccc3)C2=O)c1C (stereo unspecified)	-5	1	-5	-0.5	2	10	1	-0.1	-2
O=C(NCC1CCCN(Cc2cccc(OCCO)c2)C1)c1ccc(F)cc1 (stereo unspecified)	3	-5	7	-0.1	0	-4	3	-0.1	-1
N#Cc1c(-c2ccc(F)cc2)ccnc1N1CCOCC1	10	0	11	0.7	0	1	2	0.0	1
CCOc1ccc2nc(NC(=O)CSc3nc4c(c(=O)n(C)c(=O)n4C)n3C(C)C)sc2c1	-5	1	-4	3.5	0	1	1	-0.1	3
Cc1ccc(SCC(=O)Nc2c(Br)cnn2C)cc1	4	8	5	-3.2	1	5	0	-0.2	5
C#CCSc1cc(C(F)(F)F)nc(-c2ccccn2)n1	-7	-5	-3	0.1	0	-5	-3	0.1	2
O=C(CCC(=O)N1CCN(c2ccccc2F)CC1)N1CCN(c2ccc(F)cc2)CC1	0	-6	1	2.6	0	6	-1	0.1	-4
CCOC(=O)c1c(-c2cccc([N+](=O)[O-])c2)csc1N	2	2	2	1.7	1	-4	3	0.1	14
COc1cccc(-c2nc(C(=O)NCC3CCCO3)cc3c2[nH]c2ccccc23)c1 (stereo unspecified)	-5	-14	-7	0.3	0	11	-18	0.1	-18
CCCS(=O)(=O)NCCc1cc2c(C)ccc(C)c2[nH]c1=O	6	28	3	-0.9	1	-1	1	0.4	2
COc1cc(OC)cc(-c2c(-c3cccs3)c3cc(-c4cccc5[nH]ccc45)ccc3n2C)c1	-21	22	-11	.	2	-25	.	0.0	2
CC1CCN(S(=O)(=O)c2ccc(-c3nnc(SCc4cccnc4)o3)cc2)CC1	-7	13	-4	-0.9	0	3	-2	0.2	-4
NS(=O)(=O)c1cc(C2(O)NC(=O)c3ccccc32)ccc1Cl (stereo unspecified)	3	11	2	-2.7	0	2	-8	0.1	-3
Cc1c(NC(=O)COc2cccc(F)c2)c(=O)n(-c2ccccc2)n1C	-4	7	-1	.	0	2	.	-0.1	-4
COc1ccccc1NC(=S)N(Cc1ccccc1)Cc1ccccn1	-1	-8	-3	.	1	-2	-2	0.0	8
Cn1cc(Cl)c(C(=O)N/N=C/c2ccc(OS(=O)(=O)c3ccccc3)cc2)n1	-2	4	2	-1.4	0	3	0	-0.1	1
CC(O)[C@@H](NC(=O)C1CCC(CNC(=O)[C@H](Cc2ccccc2)NC(=O)OC(C)(C)C)CC1)C(=O)O (stereo partly specified)	1	8	4	-0.3	1	-5	-1	-0.1	-2
Cc1ccc(NC(=O)Cn2cc(C(F)(F)F)cc(Cl)c2=O)cc1S(=O)(=O)N1CCCCC1	-5	2	-6	-0.8	0	0	0	-0.1	-6
Cc1cccc(N(CC(=O)NCc2ccc3c(c2)OCO3)C(=O)CCC(=O)Nc2ccccn2)c1	1	3	4	-1.3	0	5	1	0.4	1
O=C(CN1CCN(Cc2ccccc2)C1=O)NCCCN1CCOCC1	6	27	3	-1.9	0	13	1	0.0	2
CCc1ccc(C(=O)COC(=O)CNC(=O)c2ccc(N3C(=O)c4ccccc4C3=O)cc2)cc1	1	-8	3	0.0	0	5	-17	0.1	-6
CCOc1cc(N2CCCC2)ccc1[N+](=O)[O-]	-1	8	2	-1.0	0	2	0	0.0	3
COc1ccc(C2c3ccc(O)cc3Oc3ncn(CCN4CCOCC4)c(=N)c32)cc1 (stereo unspecified)	-2	3	5	-1.5	0	0	-2	0.0	0
COc1ccc(C2NC(=O)NC(C)=C2C(=O)Nc2cccc(C)c2C)cc1 (stereo unspecified)	-1	3	-2	0.2	0	3	-1	-0.1	-3
Cc1ccc(C(C)C)cc1C(=O)CC1(O)C(=O)N(C)c2ccccc21 (stereo unspecified)	1	13	1	-3.2	2	3	3	0.0	14
CCCc1cc(C(=O)Nc2cc(C)ccc2O)no1	2	9	9	0.5	4	-5	1	0.8	4
O=C(O)c1cccc(-c2ccc(/C=N/n3cnnc3)o2)c1	10	0	7	0.2	0	0	8	-0.1	-8
CCn1c(=N)c(S(=O)(=O)c2ccc(F)cc2)cc2c(=O)n3ccccc3nc21	-4	8	5	-29*	0	0	2	0.0	25

# The list continues:
Structure	MCL1-BIM inh	VLA-4 inh	BCLXL inh	MEX-5 binding	GRK2 aptamer HTS	GLD-1 TGE inh	Fam108B inh	Efflux pump inh	PME-1 primary
Cc1ccccc1-c1nnc(SCC(=O)NC2CCCC2)n1C	-7	16	-2	-0.8	0	2	-1	0.0	-4
COc1ccc(N(CN2C(=O)C3CC=CCC3C2=O)C(=O)c2ccco2)cc1 (stereo unspecified)	7	9	7	-4.0	2	-3	-5	0.0	-3
COc1cc(OC)c2ccc(=O)oc2c1C(CCN1CCN(c2ccccc2)CC1)c1ccc2c(c1)OCO2 (stereo unspecified)	11	3	5	1.1	0	8	1	-0.1	2
CC(Sc1n[nH]c(-c2cccs2)n1)C(=O)Nc1ccccc1F (stereo unspecified)	-2	24	-3	.	0	1	.	-0.2	-1
CC1CC(C)CN(C(=O)COC(=O)CCc2nc3ccccc3c(=O)[nH]2)C1 (stereo unspecified)	9	5	0	-2.1	0	2	1	-0.3	-1
Cc1ccc(CNC(=O)CCC2CCCN(Cc3cccc4c3OCO4)C2)o1 (stereo unspecified)	7	-5	6	2.1	0	2	5	0.0	-4
CC1CCN(c2oc(Cc3cccc4ccccc34)nc2C#N)CC1	-3	10	2	0.4	.	-4	-1	0.2	3
C[C@@H]1CN([C@@H](C)CO)C(=O)c2cc(N(C)C)ccc2O[C@@H]1CN(C)Cc1ccncc1	.	3	.	.	2	1	.	-0.2	.
COc1ccccc1Cn1nnc2c(=O)[nH]c(C3CCN(C(=O)c4ccc(F)cc4)CC3)nc21	-4	-1	-2	-1.1	2	-1	0	-0.1	8
NNC(=O)c1ccc(S(=O)(=O)N2CCc3ccccc32)cc1	6	-7	0	1.7	2	-16	-4	0.0	-12
Cc1cc(OCC(=O)NC2CC2)c2c(C)c(C)c(=O)oc2c1	0	7	4	2.6	0	6	-2	0.0	0
N#C/C(=C(/O)COc1ccccc1)c1nc2ccccc2s1	4	-9	5	-0.3	1	-3	9	-0.1	5
Cc1ccc(N=Nc2ccc3ccccc3c2O)cc1	-4	-250	5	1.1	1	3	28*	0.1	-5
Clc1cccc(Cl)c1COc1ccncc1	1	13	2	-0.2	1	-6	-3	0.1	4
CCc1ccccc1-n1nnnc1SCC(=O)Nc1cc(C)on1	-12	-2	-5	-2.7	4	10	-2	0.2	2
Cc1cccc(CCNS(=O)(=O)c2ccc3c(c2)NC(=O)CS3)c1	2	9	5	-0.6	0	3	-3	0.1	5
COCCN(CCOC)C(=O)COC(=O)c1cc([N+](=O)[O-])ccc1Cl	-1	-4	-1	-4.0	4	7	4	0.0	-2
COc1ccc(N(C(=O)c2snc(C(N)=O)c2N)C(C(=O)NC2CCCCC2)c2ccc(F)cc2)c(OC)c1 (stereo unspecified)	6	6	3	0.5	0	-2	-1	0.3	-1
Cc1cccc(Nc2nnc(-c3ccc(C(=O)N4C[C@H]5C[C@H](C4)c4cccc(=O)n4C5)cc3)c3ccccc23)c1	2	6	4	-1.8	3	0	9	0.0	7
COc1ccc(CNC(=O)c2ccc(S(=O)(=O)N3CCCC3)cc2)cc1OC	0	23	-3	1.2	0	2	6	0.0	3
O=C(CCNC(=O)c1ccccc1Cl)NCC(c1ccc(F)cc1)N1CCOCC1 (stereo unspecified)	1	2	2	-0.5	0	0	-1	-0.1	0
COc1ccc(C(C(=O)NC2CCCCC2)N(C(=O)c2sc(C)nc2C)c2ccccc2)cc1 (stereo unspecified)	5	-2	7	1.1	3	10	-3	0.0	5
Cc1ccc(-c2cc(C(F)F)nc(NCc3cccs3)n2)cc1	2	4	4	0.7	2	11	-5	-0.6	-8
Cc1ccc2c(n1)CC(C)(C)CC2=O	6	4	3	0.8	2	5	-4	0.0	-4
O=S(=O)(NCC(Nc1ccccc1)c1ccccc1)c1ccc(Cl)cc1 (stereo unspecified)	11	-3	5	0.5	0	2	4	0.1	20
CC(C)C(=O)Nc1ccc(NC(=S)NC(=O)c2ccccc2F)cc1	16	13	13	-0.4	0	1	6	-0.1	-1
Cc1cc(=O)[nH]c2ccc(S(=O)(=O)Nc3ccccc3)cc12	1	2	0	-1.2	4	-3	2	-0.1	6
CC(C)C(=O)Nc1ccc(C(=O)N/N=C/c2cc(Br)cc(Br)c2O)cc1	27	-6	-4	-2.1	0	-1	-10	0.1	-4
CCN1CCN(c2nc(-c3ccccc3)c3ccccc3n2)CC1	0	2	1	-0.2	1	4	-1	-0.1	0
O=C(NCc1ccc2c(c1)OCO2)Nc1cccc(Cl)c1	5	-2	3	-2.2	1	6	-3	0.0	-5

# Next compounds:
Structure	MCL1-BIM inh	VLA-4 inh	BCLXL inh	MEX-5 binding	GRK2 aptamer HTS	GLD-1 TGE inh	Fam108B inh	Efflux pump inh	PME-1 primary
FC(F)Oc1ccc(NC(=S)NCc2cccnc2)cc1	19	0	8	3.3	0	5	1	0.0	1
Cc1cc(C(=O)COC(=O)c2csc3c2CCCC3)c(C)n1C	7	-6	1	-0.4	1	-3	0	-0.2	1
CC(C)NC(=O)CSc1nnc(C2CC2)n1-c1ccccc1	-10	25	-1	-0.3	0	2	1	-0.2	-2
Cc1nn(Cc2ccccc2)c(C)c1NC(=O)c1cc2nc(-c3ccco3)cc(C(F)(F)F)n2n1	5	1	11	3.1	0	8	-4	-0.2	2
O=C(Cn1nnc(-c2cccc(C(F)(F)F)c2)n1)N1CCCCCC1	-12	5	-7	0.8	1	-6	-6	0.2	-3
C[C@H](N)c1nnc(SCC(=O)c2ccc(Cl)cc2)o1	8	-6	-2	1.4	0	7	-3	0.0	9
COc1ccc(S(=O)(=O)CCC(=O)N2CCN(c3ccccc3F)CC2)cc1	0	17	4	1.5	2	-1	-2	-0.1	-3
NC(=O)N/N=C/c1cc(Br)ccc1OC(=O)c1ccccc1	0	8	-9	-2.0	1	-4	-1	0.1	-2
COc1ccc(CCC(=O)Nc2ccc(-c3noc(-c4ccc(OC)c(OC)c4)n3)cc2)cc1	8	6	5	1.3	0	-4	-1	0.1	-3

# High-throughput results (PubChem BioAssay)
